Screens as filed in PubChem.
GRP78 ERSR act: ER stress response induction in glioma | AID 602332 | 420,000 compounds, 0.02% hits | U87-MG GRP78 promoter luciferase reporter, 16 h | Potency, µM, for the others: at the highest dose activation, most hits filed as activators; also: potency is read from the fitted curve at half-maximal effect; series mostly up to about 76 µM; % of control where 0% means no effect; nearly all actives have a fitted effect of over 35% in size
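ERSR induction read as luciferase luminescence (Bright-Glo, 10 min at room temperature) in stably transfected human U87-MG glioma cells exposed to compounds for 16 h, using GRP78 as sensor.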
mIDH1 inhibitor: human IDH1 R132H inhibition; O75874; IDH1-R132H enzyme, NADPH consumption, diaphorase/resazurin fluorescence; Potency, µM (top dose mostly 76.6 µM), for inactives: top-dose activity change, negative = inhibition, most hits filed as inhibitors; 390,000 compounds, 0.093% hits; AID 602179; also: potency is read from the fitted curve at half-maximal effect; % is scaled to controls: 0 for no effect and ±100 for the full control effect; nearly all actives have a fitted effect of over 65% in size
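IDH1-R132H (0.5 ug/mL dispensed) in pH 7.5 Tris buffer was preincubated 30 min with compound, then given a substrate mix of 0.016 mM NADPH and 2 mM alpha-KG for 80 min at room temperature; remaining NADPH was read by diaphorase/resazurin fluorescence.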
Vif-A3G inh: Vif-A3G binding inhibition | Q9HC16 | HeLa A3G-eYFP + Vif (tagged APOBEC3G with the HIV-1 protein that degrades it), YFP fluorescence, overnight | Potency, µM (titrated, usually from 46.1 µM), inactives show at the top dose activity, negative = active, most hits filed as inhibitors | 410,000 compounds, 0.076% hits;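 also: potency is read from the fitted curve at half-maximal effect; % is scaled to controls: 0 for no effect and ±100 for the full control effect; nearly all actives have a fitted effect of over 60% in size; hits raise eYFP signal because A3G escapes Vif-driven loss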
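Read-out is eYFP fluorescence (Ex 488/Em 500-530) from Vif-expressing HeLa A3G-eYFP cells; more signal means A3G escaped Vif-mediated degradation. Cells plated overnight, compound pinned in, incubated overnight at 37 deg C.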
LDHA block: inhibitors of human lactate dehydrogenase A; activity change, % (values are at about 110 or 230 µM); purified LDHA, NADH/diaphorase-resazurin fluorescence; active compounds read low; 480,000 compounds, 0.15% hits; P00338; in the data active = activity change below about -30%; inconclusive = mostly about -25% to -30%;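 also: plate controls were DMSO wells for no effect and wells without enzyme for full effect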
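Enzyme activity of human lactate dehydrogenase 5 (2 nM; 0.06 mM NADH, 0.2 mM pyruvate, 5 min, RT) is measured via a resazurin/diaphorase fluorescence readout of residual NADH.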
TrxR1 substrate: substrates of rat thioredoxin reductase 1; O89049; purified TrxR1 substrate turnover, NADPH consumption readout; Potency, µM (top dose mostly 114 µM), inactives show at the top dose activity change, negative = substrate turnover; 390,000 compounds, 0.01% hits; also: potency is read from the fitted curve at half-maximal effect; % is scaled to controls: 0 for no effect and ±100 for the full control effect; nearly all actives have a fitted effect of over 50% in size
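Rat TrxR1, dispensed at 90 nM, was prereduced with 400 uM NADPH (final) for 5 min at ~22 deg C, then incubated with compound 15 min before 400 uM selenite. A first-read NADPH fluorescence drop versus no-compound background flagged substrates.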
Vif-A3F inh: Vif-A3F binding inhibition. Potency, µM (series often up to 46.1 µM), without a hit: at the highest dose activity, negative = active. 390,000 compounds, 0.2% hits. HeLa A3F-eYFP + Vif (tagged APOBEC3F with the HIV-1 protein that degrades it), YFP fluorescence increase; also: potency is read from the fitted curve at half-maximal effect; % of control where 0% means no effect; nearly all actives have a fitted effect of over 65% in size
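HeLa cells stably expressing A3F-eYFP plus Vif, plated and incubated overnight at 37 deg C, then exposed to compounds overnight at 37 deg C. Blocked degradation read as raised yellow fluorescence (Ex 488/Em 500-530).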
USP1 inh: blocks the human USP1/UAF1 deubiquitinase complex. O94782. recombinant USP1/UAF1, Ub-Rhodamine cleavage fluorescence. Potency, µM (top dose mostly 57.1 µM), for inactives: at the highest dose activity change, negative = inhibition, most hits filed as inhibitors. 390,000 compounds, 0.23% hits. AID 743255; also: potency is read from the fitted curve at half-maximal effect; % is scaled to controls: 0 for no effect and ±100 for the full control effect; nearly all actives have a fitted effect of over 60% in size; inactives centre near -12
Target sequence (O94782 whole entry, looked up): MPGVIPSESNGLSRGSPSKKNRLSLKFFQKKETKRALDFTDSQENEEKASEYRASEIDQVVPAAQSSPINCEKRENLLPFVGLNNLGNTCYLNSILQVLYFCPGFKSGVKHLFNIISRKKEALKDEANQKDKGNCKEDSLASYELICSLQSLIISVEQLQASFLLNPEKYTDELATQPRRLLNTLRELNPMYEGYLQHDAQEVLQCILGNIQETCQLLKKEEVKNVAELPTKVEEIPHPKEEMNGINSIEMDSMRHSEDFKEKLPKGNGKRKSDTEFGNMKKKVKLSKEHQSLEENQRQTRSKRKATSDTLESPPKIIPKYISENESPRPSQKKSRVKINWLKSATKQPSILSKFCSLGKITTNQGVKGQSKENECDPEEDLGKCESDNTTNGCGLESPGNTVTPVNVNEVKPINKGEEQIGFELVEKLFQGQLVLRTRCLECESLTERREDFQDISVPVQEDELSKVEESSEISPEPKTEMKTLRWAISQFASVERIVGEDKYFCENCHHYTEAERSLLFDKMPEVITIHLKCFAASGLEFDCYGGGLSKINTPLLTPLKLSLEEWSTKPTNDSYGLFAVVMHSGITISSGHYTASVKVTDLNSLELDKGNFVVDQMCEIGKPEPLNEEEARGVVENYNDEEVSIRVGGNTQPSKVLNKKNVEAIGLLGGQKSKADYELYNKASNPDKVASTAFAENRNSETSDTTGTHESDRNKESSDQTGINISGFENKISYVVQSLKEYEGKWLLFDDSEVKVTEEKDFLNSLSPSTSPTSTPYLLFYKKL
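Step one: compound is pinned into 1nM USP1/UAF1 in HEPES pH 7.8 buffer with TCEP. Step two: 15 min room-temperature incubation. Step three: Ub-Rho (150nM final) starts cleavage, tracked by fluorescence over six one-minute reads.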
PI4K2A inh: PI4K2A (human) kinase inhibition; purified PI4K2A, ADP-Glo luminescence, 1 h; active compounds read low; activity change, negative = inhibition, % at 76.9 µM; 420,000 compounds, 0.13% hits; AID 1346378; in the data active = activity change below about -50%; inconclusive = mostly about -30% to -49%;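 also: -100% = wells without enzyme as full effect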
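PI4K2A activity was measured by ADP-Glo luminescence: enzyme (4 ug/mL stock) and phosphatidylinositol (1.2 mM stock) in Tris pH 7.5/MgCl2/EGTA/Triton X-100 buffer were reacted with ATP (300 microM stock) for one hour at ambient temperature.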
RXFP1 agonist: agonists of human relaxin receptor RXFP1. HEK293T-RXFP1 cAMP TR-FRET, 30 min; response scale: percent of porcine relaxin response, buffer zero. Potency, µM (top dose mostly 57.5 µM), for the others: at the top dose activation, usual class: activators. 370,000 compounds, 0.3% hits; also: potency is read from the fitted curve at half-maximal effect; % is scaled to controls: 0 for no effect and ±100 for the full control effect; nearly all actives have a fitted effect of over 60% in size; many of its hits are not listed in these tables
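Agonist response is measured as cAMP accumulation in an RXFP1-transfected HEK293T line under PDE4 inhibition. Values are scaled between buffer-only and 29 nM porcine relaxin, and EC50s come from standard Hill equation fits.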
Numbers without * were called inactive; u = inconclusive; x = not tested or not shown; & = joins results of further samples; [ ] = another dose, or the depositor's remark. Unless noted, calls follow the shape of the dose curve; as a rule, active = well fitted curve in the direction sought with a large enough effect; inconclusive = small, poorly fitted or top-dose-only effect, or another doubt; inactive = no such curve, though single readings can be large; an effect the other way counts as inactive or inconclusive. The list is partial, so the mix of outcomes need not match the whole.

The line under a structure holds: PI4K2A inh	LDHA block	RXFP1 agonist	mIDH1 inhibitor	Vif-A3G inh	TrxR1 substrate	Vif-A3F inh	GRP78 ERSR act	USP1 inh
Cc1ccc(NC(=O)CSCC(=O)Nc2ccccc2N2CCCC2)cc1
  5	3	0.4%	3%	-5%	-3%[57.1 µM]	3%	3%	-15%
CCOc1ccc([N+](=O)[O-])c(N)c1
  0	-5	0.3%	6%	-1%	-15%	2%	2%	0%
COc1cc(C(=S)N2CCCCC2)ccc1OCC(=O)N1CCCC1
  4	-6	2.7%	7%	-1%	-8%	4%	-1%	-14%
Cc1ccc(S(=O)(=O)n2cc(CO)c3ccccc32)cc1
  4	4	x	-11%	-1%	-6%	6%	-2%	-12%
CCC1(C)COC(C)(CC(=O)NNC(=O)Nc2ccccc2)OC1 (stereo not drawn)
  4	-5	1.8%	1%	1%	-11%	0%	-5%	-3%
Nc1ccc(-n2nncc2-c2ccco2)cc1
  -2	16	1.3%	5%	-2%	3%	0%	3%	-11%
CCOC(=O)c1c(NC(=O)C2CCCO2)sc2c1CCC2 (stereo not drawn)
  -7	-2	1.3%	9%	-1%	2%	1%	-4%	-24%
Cc1ccc(SCCN2CCN(CCc3ccccc3)CCC2=O)cc1
  0	-6	0.3%	4%	2%&3%	-2%&-3%	6%	2%&1%	-10%
COc1ccc(NC(=O)C(NC(=O)OC(C)(C)C)C(C)OCc2ccccc2)cc1 (stereo not drawn)
  -2	-7	2.6%	11%	0%	5%[57.1 µM]	6%	-4%	-2%
CCOC(=O)C1CCN(C(=O)C(C)Oc2ccc(Br)cc2)CC1 (stereo not drawn)
  5	2	-0.3%	10%	0%	-9%[57.1 µM]	-7%	-5%	-13%
CC(C)(C)c1ccc(C(=O)NNC(=S)NC(=O)c2cccnc2)cc1
  0	-3	-1.8%	-9%	4%	4%	-3%	1%	-21%
Cc1ccc(Nc2ncnc(N)n2)cc1C
  -9	-4	0.6%	8%	8%	6%	2%	2%	-17%
CCOc1ccc(S(=O)(=O)Nc2nc3ccccc3nc2Nc2ccc(N3CCOCC3)cc2)cc1
  -8	-3	0.3%	-6%	-5%	-10%	-12%	6%	1%
O=C(N/N=C\c1ccc(-c2ccc([N+](=O)[O-])cc2)o1)c1ccc2c(c1)OCO2
  -1	-1	-2.6%	4%	2%	-11%	u	-5%	-22%
C=Cn1cc[n+](CC(=O)c2ccc(OC)cc2)c1
  1	-7	1.1%	-1%	1%	2%[57.1 µM]	0%	-5%	-2%
O=C(NC(=S)Nc1ccccc1N1CCOCC1)c1cccc([N+](=O)[O-])c1
  5	-3	0.2%	5%	-13%	0%	0%	1%	-25%
COc1ccc(S(=O)(=O)NC2(C(F)(F)F)N=C(c3ccccc3)NC2=O)cc1 (stereo not drawn)
  1	-8	1.9%	7%	1%	4%	2%	-4%	-3%
CC(C)CC(=O)NC(=S)Nc1cc(C(=O)O)ccc1Cl
  0	7	4.2%	7%	1%	-4%	-8%	-1%	-10%
CC(C)N(C(=O)Cn1cc(S(=O)(=O)CC(=O)Nc2ccccc2)c2ccccc21)C(C)C
  3	3	3.1%	6%	1%	5%	3%	-2%	-18%
CCOc1ccc2nc(NC(=O)c3nc(SCc4ccc(C)cc4)ncc3Cl)sc2c1
  2	-3	0.4%	-17%	2%	4%	-11%	3%	-18%
C/C(=N\N=C(/N)c1nonc1N)c1ccc2c(c1)OCO2
  -2	-2	-0.2%	16%	-8%	-1%	-5%	-2%	-16%
Cc1cc([N+](=O)[O-])ccc1NC(c1nnc(-c2ccccc2)o1)c1ccccc1F (stereo not drawn)
  -5	3	-1.1%	0%	0%	8%[57.1 µM]	1%	0%	-22%
O=C(COC(=O)/C=C/c1c(F)cccc1Cl)NCC1CCCO1 (stereo not drawn)
  2	-10	-2.1%	5%	-1%	-2%	-12%	-2%	1%
O/N=C1\CCSc2ccc(F)cc21
  6	-1	0.7%	20%	1%	5%	10%	0%	-22%
CS(=O)(=O)N(CC(=O)N1CCCC1)Cc1ccc(F)cc1
  -3	-2	2.1%	0%	5%	6%	0%	-3%	-9%
COC(=O)c1c(C)cc(C)n2c1nc1ccccc12
  8	-6	5.6%	-1%	0%	16%[57.1 µM]	4%	-6%	-3%
Cc1ccc(C(OC(=O)c2ccco2)C(=O)NC(C)(C)C)cc1 (stereo not drawn)
  -3	-7	0.1%	7%	3%	-3%	1%	-3%	-1%
CN(c1ncnc2c1c(-c1ccccc1)cn2-c1cccc(Cl)c1)C1CCCCC1
  -3	-3	4.7%	9%	2%	-1%[57.1 µM]	-1%	-2%	9%
Cc1cccc(NC(=O)c2cc(NC(=O)C3CCCCC3C(=O)O)ccc2N2CCOCC2)c1 (stereo not drawn)
  3	-9	-0.1%	0%	1%	-10%	-13%	-2%	0%
Cn1c(=O)c2c(nc(NCc3ccco3)n2C)n(C)c1=O
  -3	2	5.6%	6%	-4%	13%	0%	-4%	-2%
CC(C)(C)NC(=O)c1ccccc1NC(=O)C1CC(=O)N(C2CCCCC2)C1 (stereo not drawn)
  -6	-2	-0.9%	-4%	-1%	14%[57.1 µM]	-8%	0%	-4%
CC(C)(C)OC(=O)COc1cc(OCC(=O)OC(C)(C)C)c2c(=O)cc(-c3ccccc3)oc2c1
  -2	-5	2.9%	8%	7%	-1%	-3%	-3%	-22%
Cc1ccccc1C1c2[nH]c3ccccc3c2C[C@H]2C(=O)N(C3CC3)CC(=O)N12 (stereo partly drawn)
  6	-6	2.1%	-15%	-3%	4%	-10%	-3%	-6%
O=C(CSc1ncn[nH]1)Nc1ccccc1Sc1ccc(Cl)cc1
  7	-4	0.2%	25%	-8%	-9%	x	-6%	-15%
COc1cc(NC(=O)CCNC(=O)Cn2ccc3ccccc3c2=O)cc(OC)c1OC
  -4&-1	-4&-1	3.4%&1.1%	0%&0%	0%&-2%	8%[57.1 µM]	-4%&-3%	-3%&-4%	-17%&-4%
O=C(Nc1ccc2c(c1)OCCO2)c1cc(-n2cnnc2)ccc1Cl
  9	1	0.5%	8%	0%	3%[57.1 µM]	-10%	-3%	6%
CCOc1cc(C(=O)OCc2cc(=O)n3c(C)csc3n2)ccc1OC
  -3	-5	x	-6%	-10%	6%	0%	-2%	-20%
CS(=O)(=O)c1ccc2nc(NC(=O)Nc3cccc(Cl)c3)sc2c1
  8	-4	-0.2%	3%	-11%	14%[57.1 µM]	4%	-3%	-8%
Cc1cc(NC(=O)Cc2cccs2)no1
  u	-6	1.6%	1%	-4%	0%	-1%	-1%	u
Cc1ccn2cc(C(=O)Nc3cccc(C(=O)NC4CC4)c3)nc2c1
  -3	-8	2.6%	-1%	1%	-1%[57.1 µM]	-2%	-3%	-2%
CCO[C@H]1OC(C(=O)N2CCOCC2)=C[C@@H](c2ccc3c(c2)OCO3)[C@@H]1CCCO
  1	-3	0.4%	17%	0%	-1%	4%	-5%	-16%
CCOC(=O)Cn1nc(C)n(-c2ccc(F)cc2)c1=O
  0	-3	0.5%	5%	-4%	-2%[57.1 µM]	-22%	1%	-4%
O=C(CSCc1ccccc1)Nc1ccc(S(=O)(=O)N2CCOCC2)cc1
  -8	0	-0.2%	4%	0%	-14%	-1%	-3%	-13%
O=C(Nc1cccc(C(F)(F)F)c1)c1csc(-c2ccncc2)n1
  1	-5	-1.2%	19%	0%	15%[57.1 µM]	8%	-4%	-12%
COc1ccc(NC(=O)C2CCCN(c3cc(C)nc4ncnn34)C2)cc1 (stereo not drawn)
  -7	0	4.4%	5%	4%	0%[57.1 µM]	7%	-3%	-9%
CCCN(CCC)CCCNC(=O)c1cn(CCOC)c(=O)c2c1c1ccccc1n2C
  3	-2	2.6%	2%	0%	84%[activator]	0%	-1%	-14%
O=[n+]1c2c(n([O-])c3cc(F)c(N4CCCC4)cc31)CCC2
  -16	15	x	3%	-1%	-29%	-2%	2%	u
CC1CN(C(NC(=O)C(C)(C)C)C(Cl)(Cl)Cl)CC(C)O1 (stereo not drawn)
  -1	-9	1.0%	1%	-2%	7%	x	-3%	-15%
CC(C)c1nc(SCC(=O)N2CCCCC2)c2c(=O)n(C)c(=O)n(C)c2n1
  -1	-7	x	-4%	2%	x	-5%	-7%	-6%
CC(=O)c1ccc(NC(=O)COc2ccccc2C(=O)Nc2ccccc2)cc1
  0	-4&-6	0.2%	1%	1%&-15%	-8%&-5%	5%	2%&-2%	-26%
Cn1c(N)c(C(=O)COC(=O)C2Cc3ccccc3CN2S(C)(=O)=O)c(=O)n(C)c1=O (stereo not drawn)
  -16	1	x	2%	0%	x	-3%	-5%	-21%
C=CCc1cc(/C=C/c2nc(O)c([N+](=O)[O-])c(=O)[nH]2)cc(OC)c1O
  -25	12	-0.4%	8%	3%	-12%[57.1 µM]	-14%	-1%	-15%
